High-throughput results as filed in PubChem BioAssay.
KLK5 inh – inhibitors of human kallikrein 5 | Q9Y337 | recombinant hK5, fluorogenic AMC substrate cleavage | inhibition, % at 5 µM | 0.59% of 210,000 active;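 active = inhibition of 40% or more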;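 also: 0% = enzyme controls without compound and 100% = no-enzyme blanks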
Target sequence (Q9Y337 67-293 limits assumed): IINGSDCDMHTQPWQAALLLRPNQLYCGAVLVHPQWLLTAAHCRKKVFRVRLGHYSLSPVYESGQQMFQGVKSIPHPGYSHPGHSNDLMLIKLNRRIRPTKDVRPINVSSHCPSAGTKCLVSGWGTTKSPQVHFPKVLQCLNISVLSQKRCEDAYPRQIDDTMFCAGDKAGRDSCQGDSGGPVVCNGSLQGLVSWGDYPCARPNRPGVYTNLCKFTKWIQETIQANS
TNF death inh – blocks TNF-alpha induced death of Jurkat FADD-/- cells; Jurkat FADD-/- TNF necroptosis rescue, ATP luminescence, 24 h; 0 = TNF only, 100 = no-TNF cells; activation (protection from cell death), % at 10 µM; 0.068% of 220,000 active;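 active = activation, meaning protection from cell death, of at least 50% relative to plate controls; inactive = activation below 50%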;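 also: necroptosis triggered by 40 ng/mL TNF-alpha added together with compound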
thrombin 1536 – blocks human thrombin protease activity | P00734 | alpha-thrombin, Boc-VPR-AMC fluorogenic substrate cleavage | inhibition, % at 5 µM | 0.26% of 220,000 active | AID 1046;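 active = inhibition at or above 40%; inactive = inhibition below 40%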;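 also: 0% = enzyme with no compound and 100% = wells without enzyme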
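Test system: human alpha-thrombin; medium: pH 7.5 Tris-saline with Tween 20; times: reaction at room temperature; signal: AMC fluorescence at 355 nm excitation and 460 nm emission; also added: Boc-VPR-AMC substrate, 15 µM final; dosing: one concentration per compound, 5 µM, with 0.2% DMSO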
KCC2 mod – KCC2 (human) Cl- transport modulation; Q9H2X9; KCC2 cells, thallium flux FluoZin-2 fluorescence; B-score of Tl+ flux slope (higher = more flux/activation; lower = inhibition) at 10 µM; 2.2% of 190,000 active; AID 1456;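 active = thallium flux slope and its plate-corrected score both differing from the plate sample mean at a set confidence after two filtering rounds, in either direction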;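 also: slope of fluorescence scaled to starting intensity during 10 to 20 s after thallium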
FXIIa inh – inhibitors of human coagulation factor XIIa | AID 800 | inhibition, % at 5 µM | 0.3% of 220,000 active | purified FXIIa, Boc-QGR-AMC fluorogenic substrate, 2 h | P00748; in the data active = inhibition above about 40%;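 also: 0% = enzyme with no compound and 100% = blank without enzyme; many of its hits are not listed in these tables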
Target sequence (P00748 20-372 limits assumed): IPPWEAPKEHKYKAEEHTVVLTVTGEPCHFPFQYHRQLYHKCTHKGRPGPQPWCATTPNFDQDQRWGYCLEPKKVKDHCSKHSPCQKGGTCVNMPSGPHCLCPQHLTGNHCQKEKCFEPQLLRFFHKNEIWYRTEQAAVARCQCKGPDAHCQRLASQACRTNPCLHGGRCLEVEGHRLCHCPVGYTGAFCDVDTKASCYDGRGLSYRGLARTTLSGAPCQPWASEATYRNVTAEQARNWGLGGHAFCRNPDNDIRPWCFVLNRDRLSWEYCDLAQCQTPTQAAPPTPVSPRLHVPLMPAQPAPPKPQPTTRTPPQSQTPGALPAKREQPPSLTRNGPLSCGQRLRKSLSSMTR
Target sequence (P00748 373-615 limits assumed): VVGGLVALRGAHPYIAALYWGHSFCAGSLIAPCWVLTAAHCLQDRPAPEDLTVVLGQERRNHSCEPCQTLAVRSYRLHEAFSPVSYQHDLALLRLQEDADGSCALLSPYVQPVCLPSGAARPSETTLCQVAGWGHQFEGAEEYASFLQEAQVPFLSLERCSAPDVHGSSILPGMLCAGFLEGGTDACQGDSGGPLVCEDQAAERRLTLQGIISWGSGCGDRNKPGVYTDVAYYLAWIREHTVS
zVAD death inh – blocks zVAD induced death of L929 cells | L929 zVAD necroptosis rescue, ATP luminescence, 24 h; with zVAD 60 µM | viability rescue, % at 10 µM | 0.38% of 220,000 active;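 active = activation, scaled between plate controls, above about 75%, limit read from the data; inactive = activation under that limit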;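 also: 0% = zVAD with DMSO and 100% = DMSO alone without zVAD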
Rad51 HR inh – Rad51 (human) homologous recombination inhibition | AID 1385 | hRad51 DNA strand exchange, fluorescence dequenching | inhibition, % at 10 µM | 0.085% of 200,000 active | Q06609;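 active = inhibition above 40% at the single screening dose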;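 also: 0% = DMSO control wells and 100% = blanks with heterologous ssDNA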
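Material: hRad51 filaments on single-stranded DNA; Reagent: Donor/quencher-labelled 47-bp dsDNA substrate; Compound: 10 µM final, single point; Schedule: 37 °C 15-min filament assembly, 30-min compound preincubation, 15-min exchange; Technique: FRET fluorescence, excitation 485 nm, emission 520 nm; Benchmarks: control wells and blank wells on each plate.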
FXIa inh – inhibitors of human coagulation factor XIa; P03951; purified FXIa, Boc-Glu-Ala-Arg-AMC fluorogenic substrate; inhibition, % at 5 µM; 0.14% of 220,000 active; AID 798;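 active = inhibition of at least 40%; inactive = inhibition below 40%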;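 also: fluorescence of freed AMC excited at 355 nm; 0% = enzyme without compound and 100% = no enzyme blank; many of its hits are not listed in these tables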
Hck Nef HTS – blocks Nef-activated human Hck kinase | P08631 | Recombinant Hck-YEEI plus Nef, Z-Lyte FRET kinase assay | inhibition, % at 20 µM | 0.68% of 220,000 active;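 active = Hck-Nef kinase inhibition above about 50%, limit read from the data; inactive = inhibition below that limit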;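 also: 0% = DMSO with Hck plus Nef and 100% = Hck alone without Nef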
The depositor's hits bear a star. The list is partial; the hit share may differ from the screen's.

`C/C(=N\NC(=O)CCC(=O)O)c1c(-c2ccccc2)c2cc(Br)ccc2[nH]c1=O` gave KLK5 inh -1.2, TNF death inh 0.6, thrombin 1536 -1.8, KCC2 mod 0.744, FXIIa inh 5.0, zVAD death inh 0.1, Rad51 HR inh 2.7, FXIa inh -0.3 and Hck Nef HTS 14.2.
Screening Cc1cc(C)c(S(=O)(=O)NCC23C=CC(O2)C2C(=O)N(c4ccccc4)C(=O)C23)c(C)c1 (stereo not drawn) returned KLK5 inh 2.6, TNF death inh -3.5, thrombin 1536 6.7, KCC2 mod 1.47, FXIIa inh 21.7, zVAD death inh 0.4, Rad51 HR inh -1.4, FXIa inh 7.8 and Hck Nef HTS 2.6.
For CC(C)CC(=O)Nc1ccc([N+](=O)[O-])cc1Cl the results were KLK5 inh 17.8, TNF death inh 6.3, thrombin 1536 32.6, KCC2 mod -0.151, FXIIa inh 13.0, zVAD death inh -1.5, Rad51 HR inh -2.4, FXIa inh 5.5 and Hck Nef HTS 10.8.
Screening COc1ccc(CCNC(=O)c2cnc3scc(C)n3c2=O)cc1OC returned KLK5 inh -20.9, TNF death inh -2.7, thrombin 1536 -3.2, KCC2 mod 0.811, FXIIa inh 8.2, zVAD death inh 1.1, Rad51 HR inh 0.0, FXIa inh -1.2 and Hck Nef HTS 22.3.
For O=C(CCc1ccccc1)Nc1ncc2c(n1)CCCC2=O the results were KLK5 inh 3.5, TNF death inh 1.0, thrombin 1536 1.5, KCC2 mod 0.149, FXIIa inh 20.3, zVAD death inh 0.8, Rad51 HR inh -1.7, FXIa inh 7.4 and Hck Nef HTS 0.2.
`CCOC(=O)Cc1csc(Nc2c(C)n(C)n(-c3ccccc3)c2=O)n1` gave KLK5 inh -11.6, TNF death inh -2.2, thrombin 1536 -6.8, KCC2 mod 1.01, FXIIa inh 5.5, zVAD death inh 0.2, Rad51 HR inh -0.7, FXIa inh 1.1 and Hck Nef HTS 4.2.
For COc1cccc(CN2CCCC(CNC(=O)c3ccc(F)cc3)C2)c1OC (stereo not drawn) the results were KLK5 inh -0.5, TNF death inh 1.9, thrombin 1536 -7.7, KCC2 mod -0.137, FXIIa inh 6.2, zVAD death inh -0.6, Rad51 HR inh -2.7, FXIa inh -4.0 and Hck Nef HTS 25.3.
CC1=CC(C)C2(CO)COC(c3ccccc3O)C1C2C (stereo not drawn) was read as KLK5 inh -4.7, TNF death inh 0.8, thrombin 1536 0.3, KCC2 mod -0.0437, FXIIa inh 5.4, zVAD death inh 0.3, Rad51 HR inh 5.0, FXIa inh 3.3 and Hck Nef HTS 2.8.
CC1(O)C(=O)c2ccccc2N(c2ccccc2)C1=O (stereo not drawn) was read as KLK5 inh -7.2, TNF death inh -0.3, thrombin 1536 1.3, KCC2 mod -0.612, FXIIa inh 14.2, zVAD death inh -0.4, Rad51 HR inh -7.3, FXIa inh 9.3 and Hck Nef HTS -11.0.
`CCN(CC)CCOc1cc2c(nn1)Oc1ccccc1N2C` gave KLK5 inh -5.6, TNF death inh 0.1, thrombin 1536 -3.9, FXIIa inh 2.6, zVAD death inh 0.1, Rad51 HR inh 1.4, FXIa inh -6.5 and Hck Nef HTS 1.0.
Brc1ccc2c(c1)C(c1cccnc1)=NNC(c1cccs1)=N2 was read as KLK5 inh -3.4, TNF death inh 0.3, thrombin 1536 3.8, KCC2 mod 0.23, FXIIa inh 12.1, zVAD death inh 1.7, FXIa inh 5.7 and Hck Nef HTS -2.4.
For Cc1ccc(S(=O)(=O)N(C)C)cc1-n1c(SCC(=O)Nc2ccc(F)cc2Cl)nc2ccccc2c1=O the results were KLK5 inh -14.3, TNF death inh 4.1, thrombin 1536 -3.6, KCC2 mod -0.52, FXIIa inh 17.5, zVAD death inh 1.5, Rad51 HR inh 1.0, FXIa inh 6.7 and Hck Nef HTS 2.3.
For O=C(CN1C(=O)CSc2ccc(S(=O)(=O)N3CCCCC3)cc21)NCc1cccnc1 the results were KLK5 inh -5.8, TNF death inh -1.0, thrombin 1536 3.0, KCC2 mod -1.33, FXIIa inh 14.6, FXIa inh 7.5 and Hck Nef HTS -1.0.
COc1cc(/C=N/Nc2nc(=O)[nH]nc2C)cc([N+](=O)[O-])c1O was read as KLK5 inh 1.0, TNF death inh 0.4, thrombin 1536 -2.9, KCC2 mod 0.126, FXIIa inh 3.1, zVAD death inh 1.3, Rad51 HR inh 13.3, FXIa inh -2.1 and Hck Nef HTS 17.6.
Screening CCOc1ccc(NS(=O)(=O)c2ccc3[nH]c(=O)cc(C(=O)O)c3c2)cc1 returned KLK5 inh -5.9, TNF death inh 0.3, thrombin 1536 -3.7, KCC2 mod -0.742, FXIIa inh 4.2, zVAD death inh 0.5, Rad51 HR inh -253.2, FXIa inh -4.5 and Hck Nef HTS 5.2.
For Cc1cccc(NC(=O)Cn2c(=O)n(CCC(=O)NC3CCCC3)c(=O)c3ccccc32)c1 the results were KLK5 inh -8.4, TNF death inh 0.7, thrombin 1536 2.5, KCC2 mod 0.367, FXIIa inh 10.9, zVAD death inh 0.4, Rad51 HR inh -12.0, FXIa inh 5.4 and Hck Nef HTS -23.7.
CC(C)CCn1c(S(=O)(=O)O)nc2ccccc21 was read as KLK5 inh -10.5, TNF death inh -1.5, thrombin 1536 -0.1, KCC2 mod -0.256, FXIIa inh 8.3, zVAD death inh -0.2, Rad51 HR inh -1.3, FXIa inh 0.2 and Hck Nef HTS 0.7.
COc1cc(NC(=O)CSCC(=O)Nc2cc(OC)cc(OC)c2)cc(OC)c1 was read as KLK5 inh 5.4, TNF death inh 3.7, thrombin 1536 0.7, KCC2 mod 0.449, FXIIa inh 7.3, zVAD death inh -0.3, Rad51 HR inh -0.8, FXIa inh 0.6 and Hck Nef HTS 9.7.
Cn1c(CNc2nc(-c3ccccc3)cs2)nnc1SCC(=O)c1ccccc1 was read as KLK5 inh -6.7, TNF death inh -1.4, thrombin 1536 4.4, KCC2 mod -4.57*, FXIIa inh 8.0, zVAD death inh 0.1, Rad51 HR inh 14.8, FXIa inh -1.2 and Hck Nef HTS 1.9.
`COc1ccc(/C=C/C(=O)NC(=S)Nc2cc3oc4ccccc4c3cc2OC)cc1` gave KLK5 inh -17.1, TNF death inh 0.8, thrombin 1536 -3.0, KCC2 mod -0.441, FXIIa inh 10.9, zVAD death inh 1.0, Rad51 HR inh -2.1, FXIa inh 0.5 and Hck Nef HTS 4.9.
Screening CCOC(=O)CNC(=O)CSc1nc(-c2ccc(OC)cc2)ns1 returned KLK5 inh -3.6, TNF death inh 2.0, thrombin 1536 -6.4, KCC2 mod -1.23, FXIIa inh 2.9, zVAD death inh 2.4, Rad51 HR inh 2.9, FXIa inh 1.2 and Hck Nef HTS 3.4.
Screening Cc1ccc2[nH]c3c(N4CCN(Cc5ccc6c(c5)OCO6)CC4)ncnc3c2c1 returned KLK5 inh -11.1, TNF death inh -4.5, thrombin 1536 -3.5, FXIIa inh 24.8, zVAD death inh 1.2, FXIa inh 18.4 and Hck Nef HTS 1.6.
CS(=O)(=O)Nc1cccc(-c2cn3ccccc3n2)c1 was read as KLK5 inh -3.8, TNF death inh -1.5, thrombin 1536 11.5, KCC2 mod 0.703, FXIIa inh 8.1, zVAD death inh 2.5, Rad51 HR inh 7.6, FXIa inh -0.9 and Hck Nef HTS 26.2.
For Cc1ccc(C(=O)N2CCOCC2)cc1S(=O)(=O)Nc1cccc(C)c1C the results were KLK5 inh -21.9, TNF death inh -0.6, thrombin 1536 0.4, FXIIa inh -0.1, zVAD death inh -0.3, Rad51 HR inh -2.9, FXIa inh 0.0 and Hck Nef HTS 0.2.
`NNC(=O)Cn1c2ccccc2c2ccccc21` gave KLK5 inh -1.7, TNF death inh 1.6, thrombin 1536 -3.2, KCC2 mod -0.252, FXIIa inh 4.6, zVAD death inh 0.8, Rad51 HR inh 3.2, FXIa inh 0.1 and Hck Nef HTS 13.7.
CCOC(=O)CC(=O)CSc1nc2ccccc2c(=O)n1-c1ccc(C(=O)NCCOC)cc1 was read as KLK5 inh -1.6, TNF death inh -1.4, thrombin 1536 -13.9, KCC2 mod 0.175, FXIIa inh -5.4, zVAD death inh -0.4, Rad51 HR inh -0.4, FXIa inh 3.5 and Hck Nef HTS -0.7.
COc1ccc(NC(=O)Nc2ccccc2F)cc1 was read as KLK5 inh 4.5, TNF death inh -0.8, thrombin 1536 3.5, KCC2 mod -0.455, FXIIa inh 10.4, zVAD death inh -0.1, Rad51 HR inh 0.9, FXIa inh 4.1 and Hck Nef HTS -2.2.
Screening Fc1cccc(-n2ncc(-c3nnnn3-c3ccccc3)c2C(F)(F)F)c1 returned KLK5 inh 0.1, TNF death inh -1.3, thrombin 1536 -0.7, KCC2 mod -0.752, FXIIa inh 12.9, zVAD death inh -0.6, Rad51 HR inh -9.9, FXIa inh 6.6 and Hck Nef HTS 7.1.
O=C(Nc1ccc(F)c(F)c1)c1ccc2c(c1)OCO2 was read as KLK5 inh -15.7, TNF death inh 0.8, thrombin 1536 -0.3, FXIIa inh 8.2, zVAD death inh -0.2, Rad51 HR inh -4.3, FXIa inh 1.3 and Hck Nef HTS 3.8.
`COc1cc(/C=C/C(=O)OCC(=O)c2c(N)n(C)c(=O)n(C)c2=O)ccc1O` gave KLK5 inh 5.2, TNF death inh -0.7, thrombin 1536 5.9, KCC2 mod -0.621, FXIIa inh 9.0, zVAD death inh -0.1, Rad51 HR inh 25.1, FXIa inh -0.3 and Hck Nef HTS -5.7.
Screening CCOC(=O)/C=C1\SCC(=O)N1CC(O)CN1C(=O)CS/C1=C\C(=O)OCC returned KLK5 inh -57.2, TNF death inh -0.3, thrombin 1536 1.4, KCC2 mod 0.531, FXIIa inh 12.2, zVAD death inh -0.5, FXIa inh -0.6 and Hck Nef HTS 0.5.
`N#C/C(=C(/O)c1cc2ccccc2o1)c1nc2ccccc2s1` gave KLK5 inh 1.6, TNF death inh 1.1, thrombin 1536 3.7, KCC2 mod -2.82, FXIIa inh 7.0, zVAD death inh 1.9, Rad51 HR inh -2.5, FXIa inh 4.2 and Hck Nef HTS -14.2.
`CCOC(=O)c1c(NC(=O)Cn2nc(C(=O)O)c3ccccc3c2=O)sc2c1CCC(C)C2` (stereo not drawn) gave KLK5 inh 5.8, TNF death inh 3.2, thrombin 1536 0.8, KCC2 mod -0.403, FXIIa inh 6.1, zVAD death inh 0.1, Rad51 HR inh 20.3, FXIa inh 0.4 and Hck Nef HTS 12.1.
Screening CCOC(=O)c1cccc(NC(=O)CCn2cccc2)c1 returned KLK5 inh -8.9, TNF death inh 0.4, thrombin 1536 2.0, FXIIa inh 5.5, zVAD death inh -0.4, Rad51 HR inh -2.4, FXIa inh 5.5 and Hck Nef HTS -1.0.
